Source: PubChem (National Center for Advancing Translational Sciences (NCATS))
HttQ103 aggreg – reduces HttQ103-GFP aggregates in PC12 cells. PC12 HttQ103-GFP aggregates, Acumen cytometry, 40 h. Potency, µM (top dose mostly 46.1 µM), for inactives: top-dose activity change, negative = inhibition, usual class: inhibitors. 220,000 compounds, 1.1% hits. AID 1688; further: potency means the concentration at half of the fitted maximal effect; on the % scale 0 is the no-effect control and ±100 the full control effect; nearly all actives have a fitted effect of over 60% in size
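Aggregates are detected as GFP objects 1–25 µm with signal 6 STDEV over background in lysates of induced PC12 cells. These carry Huntingtin exon 1 with 103 glutamines fused to GFP under an ecdysone promoter; compounds titrated.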
Luc counter – blocks Kinase-Glo luciferase, a counter-screen artifact | Kinase-Glo luciferase, ATP luminescence, 8 min | Q27757 | Potency, µM (doses to about 38.3 µM), for the others: at the top dose activity change, negative = inhibition, actives largely listed as inhibitors | 200,000 compounds, 0.28% hits; further: potency means the concentration at half of the fitted maximal effect; on the % scale 0 is the no-effect control and ±100 the full control effect; nearly all actives have a fitted effect of over 60% in size
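Recombinant Kinase-Glo luciferase, 10 uM ATP (linear range), luciferin; imidazole pH 7.2 / KCl / MgCl2 / Tween / BSA buffer; 8 min RT; luminescence.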
SMN2 splice up – enhancers of SMN2 splice variant expression; HEK293 SMN2-luciferase splicing reporter, luminescence, 30-36 h; Potency, µM (series often up to 46.1 µM), inactives show at the highest dose activity change, positive = activation, actives largely listed as activators; 210,000 compounds, 2.8% hits; AID 1458; further: potency means the concentration at half of the fitted maximal effect; % of control where 0% means no effect; nearly all actives have a fitted effect of over 55% in size
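HEK293 cells carry an SMN2 minigene-luciferase reporter in which exon 7 inclusion puts luciferase in frame. Cells were seeded at 2000 cells/well, attached for 10-12 hours, then exposed to compounds for 30-36 hours at 37C before ONE-Glo luminescence.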
IMPase Li cell – membrane-permeable IMPase blocker, potentiated with lithium; CHO-M1 cells, IP1 TR-FRET (IP-One), carbachol + lithium; Potency, µM (series often up to 59.4 µM), inactives show top-dose activity, negative = IMPase inhibition, hits mostly inhibitors; 210,000 compounds, 0.35% hits; AID 1457;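 further: IP1 builds up when IMPase is blocked and the TR-FRET signal falls; potency means the concentration at half of the fitted maximal effect; plate controls were basal vehicle for no effect and high inhibitor control for full effect; nearly all actives have a fitted effect of over 50% in size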
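Test compounds were applied to CHO-M1 cells previously cultured for 16–30 h at 2000 per well. A small lithium amount accompanied them; after 30 min at 37C, IP1 was quantified by TR-FRET.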
Lamin A splicing – changes lamin A minigene splicing in HeLa cells; HeLa LMNA splicing GFP/RFP minigene ratio, 48 h; Potency, µM (titrated, usually from 46.1 µM), without a hit: at the highest dose ratio change, negative = inhibition, most hits filed as inhibitors; 200,000 compounds, 0.01% hits; active means well fitted inhibition curve with a large enough effect in the signal ratio, with a control signal flat, not every such curve was filed as active; inconclusive means small, poorly fitted or top-dose-only effect, or effect the other way, or a change in a side signal; the % refers to the signal ratio; further: potency means the concentration at half of the fitted maximal effect; on the % scale 0 is the no-effect control and ±100 the full control effect
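S3 HeLa cells stably expressing lamin A-EGFP splicing minigene plus DsRed2, 600 cells/well, 48 h compound exposure at 37C. Laser-scanning cytometry; analysed as GFP (500-530 nm)/RFP (575-640 nm) total intensity ratio; 0.5% DMSO vehicle.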
HTT cytoprotect – cytoprotection in Huntington HTT-Q103 PC12 cell model | PC12 HTT-Q103 induced, cytoprotection, ATP luminescence, 40 h | Potency, µM (doses to about 56.4 µM), for the others: cytoprotection (ATP increase), hits mostly activators | 230,000 compounds, 0.14% hits;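 further: potency means the concentration at half of the fitted maximal effect; % of control where 0% means no effect; nearly all actives have a fitted effect of over 45% in size; toxic huntingtin expression switched on by the ecdysone agonist tebufenozide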
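Stable PC12 Q103-GFP cells in serum-supplemented, phenol red-free DMEM; induction by tebufenozide at 100 nM final; compound dose series; cell viability quantified luminescently from ATP.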
CBFb-RUNX1 inh – CBF-beta/RUNX1 interaction disruption | Q01196+Q13951 | AlphaScreen CBFb-His/RUNX1-biotin binding, biochemical | Potency, µM (highest dose often 59.8 µM), for the others: at the highest dose activity, negative = inhibition, most hits filed as inhibitors | 230,000 tested, under 10 active | AID 1477; further: % of control where 0% means no effect
Target sequence (Q01196 whole entry, looked up): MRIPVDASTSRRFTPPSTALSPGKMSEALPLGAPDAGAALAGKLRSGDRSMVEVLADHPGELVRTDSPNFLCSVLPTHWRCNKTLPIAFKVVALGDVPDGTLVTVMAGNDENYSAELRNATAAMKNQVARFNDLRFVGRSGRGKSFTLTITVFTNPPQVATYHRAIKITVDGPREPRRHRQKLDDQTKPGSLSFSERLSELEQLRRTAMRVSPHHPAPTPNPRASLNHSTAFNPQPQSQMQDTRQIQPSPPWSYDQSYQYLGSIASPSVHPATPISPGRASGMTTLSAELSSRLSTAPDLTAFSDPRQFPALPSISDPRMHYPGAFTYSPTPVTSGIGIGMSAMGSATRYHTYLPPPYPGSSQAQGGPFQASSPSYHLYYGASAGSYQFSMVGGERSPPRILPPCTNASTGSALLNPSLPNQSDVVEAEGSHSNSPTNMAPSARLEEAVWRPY
Target sequence (Q13951 whole entry, looked up): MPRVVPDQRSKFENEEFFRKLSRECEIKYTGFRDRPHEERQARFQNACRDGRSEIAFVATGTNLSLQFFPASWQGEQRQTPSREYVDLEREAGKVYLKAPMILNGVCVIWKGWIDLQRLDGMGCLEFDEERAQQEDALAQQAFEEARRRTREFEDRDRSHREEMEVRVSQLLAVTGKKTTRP
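Compounds were screened at multiple concentrations against a preformed CBF-beta(His)/RUNX1(biotin) complex (30 nM of each) for 15 min at room temperature, followed by 90 min with nickel and streptavidin beads and AlphaScreen reading.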
Active calls of the source: *; ? = inconclusive; · = no result given; & = joins results of further samples; [ ] = dose if it differs, or a comment. Unless noted, the call rests on the fitted dose curve; in most records, active means well fitted curve in the direction sought with a large enough effect; inconclusive means small, poorly fitted or top-dose-only effect, or another doubt; inactive means no such curve, though single readings can be large; an effect the other way counts as inactive or inconclusive.

The opening two entries, to show the layout:
SMILES	HttQ103 aggreg	Luc counter	SMN2 splice up	IMPase Li cell	Lamin A splicing	HTT cytoprotect	CBFb-RUNX1 inh
O=C(NC1CC1)C1CCCN1C(=O)NC1CCCCC1 (centres undefined)	-7%	1%	-36%[inhibitor]	-4%	?	-7%	7%
O=C1C=C(N2CCCCCC2)C2(CCCCC2)O1	·	0%	-10%	23%	·	·	-5%

The list itself, previewed entries included:
SMILES	HttQ103 aggreg	Luc counter	SMN2 splice up	IMPase Li cell	Lamin A splicing	HTT cytoprotect	CBFb-RUNX1 inh
O=C(NC1CC1)C1CCCN1C(=O)NC1CCCCC1 (centres undefined)	-7%	1%	-36%[inhibitor]	-4%	?	-7%	7%
O=C1C=C(N2CCCCCC2)C2(CCCCC2)O1	·	0%	-10%	23%	·	·	-5%
CCCC1=C(C(=O)OCC)C(c2ccc(NC(C)=O)cc2)NC(=O)N1 (centres undefined)	-1%	3%	20%	14%[38.3 µM]	-9%	-15%	1%
O=C(CSc1ccccc1)NN1C(=O)c2ccccc2C1=O	-8%[9.22 µM]	1%	-5%	3%	6%[46 µM]	15%[10 µM]	3%
CCOC(=O)N1CCN(C(=O)CCSc2ccc(C)cc2)CC1	-5%	-1%	12%	-1%	-7%	0%[0.074 µM]	-1%
CC(=O)N1c2c(cc(Br)cc2S(=O)(=O)NCC2COc3ccccc3O2)CC1C (centres undefined)	-7%	-4%	-18%	18%[38.3 µM]	-2%	17%	-4%
COc1cccc(CN(CC(=O)NC2CCCC2)C(=O)Cn2nnc(-c3cccs3)n2)c1	-2%	2%	-1%	0%	-8%	6%[10 µM]	7%
CCCN(CCC)C(=O)CC(c1ccc(F)cc1)c1ccco1 (centres undefined)	?	-6%	1%	12%[38.3 µM]	2%	-4%	-1%
CC(=O)Nc1ccc(Cl)c(C(N)=O)c1	-13%	-1%	24%	24%[38.3 µM]	10%	1%[0.074 µM]	10%
O=C(O)c1cc(-c2ccco2)nc2ccccc12	3%	-8%&-3%	9%&4%	-17%	3%	-79%[inhibitor]	-28%&-19%
C(=N\Nc1nc(N2CCCC2)nc(N2CCCC2)n1)/c1ccncc1	-3%	-1%	-14%	10%	?	-39%	-4%
CC12CCC(C(=O)NCc3ccc4c(c3)OCO4)(C(=O)C1=O)C2(C)C (centres undefined)	7%	-1%	-22%	9%[38.3 µM]	0%	7%	-5%
CCC(=O)OCCNc1cc(SCCC(=O)OC)c2nonc2c1[N+](=O)[O-]	?	0%	-5%	4%	?	2%[10 µM]	-4%
COc1cccc(-n2c(SCC(=O)N3CCOCC3)nnc2-c2c[nH]c3ccccc23)c1	20%	2%	-5%	-25%[38.3 µM]	-12%	-11%	1%
CC(C)(C)C(=O)Nc1sc2c(c1-c1nc3ccccc3[nH]1)CCCC2	-8%	6%	16%	?	-7%	-24%[10 µM]	-9%
O=C(Cn1c(=O)oc2ccccc21)Nc1n[nH]c(=S)s1	0%[9.22 µM]	·	·	·	·	18%[10 µM]	0%
CS(=O)(=O)N(Cc1ccc(Cl)cc1)c1ccc(C(=O)NCC2CCCO2)cc1 (centres undefined)	2%[9.22 µM]	2%	·	9%	?	6%[10 µM]	21%
CCOC(CNC(=O)c1cccn2c(=O)c3cc(Cl)ccc3nc12)OCC	16%	-1%	-5%	-11%[38.3 µM]	6%	-4%	-2%
CCOc1ccc(CN(C)CC(=O)Nc2cccc3ccccc23)cc1OC	5%	-1%	-2%	10%	-5%[46 µM]	-40%	-7%
O=[N+]([O-])c1cccc(C2Nc3cccc4cccc(c34)N2)c1	3%	0%	-20%	4%	-11%	8%[10 µM]	-12%

Already shown: an excerpt of the list.
SMILES	HttQ103 aggreg	Luc counter	SMN2 splice up	IMPase Li cell	Lamin A splicing	HTT cytoprotect	CBFb-RUNX1 inh
CCCC1=C(C(=O)OCC)C(c2ccc(NC(C)=O)cc2)NC(=O)N1 (centres undefined)	-1%	3%	20%	14%[38.3 µM]	-9%	-15%	1%
O=C(CSc1ccccc1)NN1C(=O)c2ccccc2C1=O	-8%[9.22 µM]	1%	-5%	3%	6%[46 µM]	15%[10 µM]	3%

Fetched by structure from the entries so far (three):
SMILES	HttQ103 aggreg	Luc counter	SMN2 splice up	IMPase Li cell	Lamin A splicing	HTT cytoprotect	CBFb-RUNX1 inh
CS(=O)(=O)N(Cc1ccc(Cl)cc1)c1ccc(C(=O)NCC2CCCO2)cc1 (centres undefined)	2%[9.22 µM]	2%	·	9%	?	6%[10 µM]	21%
CCOC(CNC(=O)c1cccn2c(=O)c3cc(Cl)ccc3nc12)OCC	16%	-1%	-5%	-11%[38.3 µM]	6%	-4%	-2%
CCCN(CCC)C(=O)CC(c1ccc(F)cc1)c1ccco1 (centres undefined)	?	-6%	1%	12%[38.3 µM]	2%	-4%	-1%

Remaining list, next part.
SMILES	HttQ103 aggreg	Luc counter	SMN2 splice up	IMPase Li cell	Lamin A splicing	HTT cytoprotect	CBFb-RUNX1 inh
Cc1ccc(S(=O)(=O)NNC(=O)CCC(=O)Nc2ccc(C)cc2C)cc1	21%	2%	-17%	-2%	-14%	13%[10 µM]	9%
CCOC(=O)Nc1ccc2c(C)cc(=O)oc2c1	4%	-2%	14µM*	4%	-7%	6%[10 µM]	8%
O=C1CSC(=Nc2ccc(O)cc2)N1c1ccc(O)cc1	14%	-2%	-3%	1%[38.3 µM]	-11%	4%	-2%
CC(C)CN=c1cc(-c2ccccc2)oc2ccc(Cl)cc12	-11%	1%	17%	19%[38.3 µM]	3%	-47%[inhibitor]	-5%
Cc1ccc(NC(=O)Nc2nnc(-c3ccncc3)s2)cc1	-2%[9.22 µM]	-1%	·	24%	-6%[46 µM]	-27%[10 µM]	6%
O=C(Nc1cccc2ncccc12)C(Cl)(Cl)Cl	7%	-4%	5%	-3%[38.3 µM]	11%	8%	2%
COc1cccc(C2c3c(oc4ccccc4c3=O)C(=O)N2c2ccccn2)c1 (centres undefined)	0%	1%	-3%	10%[38.3 µM]	6%	-1%	0%
COc1ccc2nccc(SCC(=O)O)c2c1	·	0%[7.66 µM]	-5%[9.22 µM]	5%	·	1%[10 µM]	·
COc1ccc(N2C(=O)CC(N3CCN(c4nc5ccccc5s4)CC3)C2=O)cc1 (centres undefined)	1%	1%	-10%	0%	-5%	-5%	-15%
CCn1c(SC)nnc1-c1c[nH]c2ccccc12	?	?	-43%[inhibitor]	8%[38.3 µM]	-6%	-18%	-2%
OC1(c2ccc(Cl)cc2)CCN(Cc2cn[nH]c2-c2ccc(F)cc2)CC1	-11%[9.22 µM]	·	·	·	·	-4%[10 µM]	3%
Cc1nc(N2CCOCC2)c2c(C)c(C(=O)Nc3ccc(C(F)(F)F)cc3)sc2n1	?	-1%	-65%[inhibitor]	17%	·	-111%[inhibitor]	13%
O=[N+]([O-])c1cccc(-c2nc(-c3ccccc3)c(-c3cccs3)[nH]2)c1	-17%	-1%	-13%	0%[38.3 µM]	20%	-12%	-4%
CN(C)/C=N/c1c(C#N)cnn1-c1ccccc1	-5%	1%	-3%	-4%[38.3 µM]	-1%	-15%	-4%
Cn1c(=O)n(C)c2cc(S(=O)(=O)Nc3ccccc3)ccc21	-5%[9.22 µM]	2%	·	5%	?	-3%[10 µM]	0%
O=C(CCl)N(c1ccccc1)c1c[nH]c2ccccc12	-13%	·	·	·	2%	-14%	1%
Cc1[nH]c(=O)[nH]c(=O)c1/C=N/NC(=O)[C@H](C)NC(=O)OC(C)(C)C	-1%	-3%	5%	-3%[38.3 µM]	-5%	-14%	-3%
COc1ccc(NC(=O)CSc2nnc(COc3ccccc3)n2Cc2ccco2)cc1OC	-5%	8%	-15%	3%[38.3 µM]	-3%	3%[0.074 µM]	-15%
CCNc1nc(OCCNC(C)=O)nc(N(C)C)n1	-6%	-1%	15%	-2%[38.3 µM]	-1%	-4%	3%
COc1ccc(CN2C(=O)c3ccccc3C2C(=O)NC2CCCC2)c(OC)c1 (centres undefined)	-8%	0%	4%	12%	-4%	-44%[10 µM]	7%
N#C/C(=C\c1ccccc1[N+](=O)[O-])C(=O)NCc1ccccc1	1%[9.22 µM]	·	·	·	·	0%[10 µM]	-8%
O=C1CC(C(=O)Nc2ccccc2)N=C(N2CCCCC2)N1 (centres undefined)	19%	-3%	2%	31%[38.3 µM]	10%	7%[1.9 µM]	0%
O=C(CCCn1nnc2ccccc2c1=O)N[C@@H](Cc1ccccc1)C(=O)O	-12%[9.22 µM]	·	·	·	·	7%[10 µM]	0%
Cc1cccc(N2CCN(C(=O)c3c(C)nn(Cc4ccccc4Cl)c3C)CC2)c1C	-15%[1.84 µM]	2%	-18%	45%[activator][38.3 µM]	?	-80%[inhibitor]	13%
c1ccc(-c2cc(-c3nnco3)c3ccccc3n2)nc1	4%	1%	-1%	3%	10%[9.22 µM]	-35%[inhibitor]	8%
Cn1c(SCC(=O)NCCc2ccccc2)nc2c([nH]c3ccccc32)c1=O	14%	0%	3%	11%	·	7%	11%
O=C1C(=O)c2ccc(-c3ccccc3)cc2-c2ccccc21	4.5µM*	1%	-99%[inhibitor]	16%	?	-97%[inhibitor][10 µM]	-16%
Cc1cc(C)nc(N2CCCC(C(=O)NC(C)C)C2)n1 (centres undefined)	-4%[9.22 µM]	0%	-9%	4%	·	2%[10 µM]	7%
Cc1nn(-c2ccccc2)c2sc(C(=O)C(C#N)c3ccccn3)cc12 (centres undefined)	-23%	15%	-3%	-7%[38.3 µM]	0%	-22%	10%
COc1ccccc1OCc1ccc(C(=O)NN)o1	11%[9.22 µM]	·	·	·	·	2%[10 µM]	-4%
CCCCCC(=O)NCc1c(C(F)(F)F)nn(C)c1N1CCOCC1	-2%	3%	·	5%	·	-26%	5%
Cc1cccc(CC(=O)Nc2cc(C)c3c(=O)oc4ccccc4c3n2)c1	-16%	3%	-19%	?	-3%	-15%[10 µM]	7%
CCOC(=O)N1CCN(C(=S)Nc2ccc3nc(N4CCN(CC)CC4)cc(C)c3c2)CC1	18%	2%	-20%	14%	-6%	18%[10 µM]	0%
COC(=O)c1ccc(NC(=O)C(C)N2C(=O)c3ccccc3C2=O)cc1 (centres undefined)	?	1%	?	25%[38.3 µM]	13%	-9%	11%
